Bim-Bcl-2: disrupts Bim peptide binding to human Bcl-2. AID 950. hit rate 0.06% among 190,000. inhibition, % at 10 µM. P10415. Bead-based flow cytometry, Bim peptide-Bcl-2 binding; in the data active means inhibition above about 40%;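 further: 0% = no compound wells with probe peptide and 100% = reference peptide inhibitor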
Target sequence (P10415 whole entry, looked up): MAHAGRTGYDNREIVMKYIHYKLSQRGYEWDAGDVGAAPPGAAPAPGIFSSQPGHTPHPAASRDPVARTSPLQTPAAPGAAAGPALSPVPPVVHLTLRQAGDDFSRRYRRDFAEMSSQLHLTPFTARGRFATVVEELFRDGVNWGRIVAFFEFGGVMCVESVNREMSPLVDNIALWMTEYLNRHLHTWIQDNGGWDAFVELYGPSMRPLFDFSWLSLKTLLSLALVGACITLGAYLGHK
Rac1 wt GTP bind: modulators of human Rac1 wildtype GTP binding; P63000; GST-Rac1 beads, fluorescent GTP binding, flow cytometry; actives lie on both sides; 0 = cold GTP competed, 100 = untreated; GTP binding activity (% of control), % at 10 µM; hit rate 0.27% among 190,000;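 active means GTP binding activity at least 20 points away from the 100% control level, either lower or higher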
Bcl-W Bim block: inhibitors of Bim-Bcl-W interaction, human; hit rate 0.02% among 190,000; bead-based flow cytometry, Bim peptide-Bcl-W binding; Q92843; inhibition, % at 10 µM;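 further: 0% = bound tracer without compound and 100% = peptide blocker; higher means less fluorescent Bim peptide bound to Bcl-W beads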
Rac1 mut GTP: human Rac1 activated mutant GTP binding change | AID 764 | hit rate 0.11% among 190,000 | GST-Rac1 activated beads, fluorescent GTP binding, flow cytometry; actives lie on both sides; 100% means binding = to untreated wells | percent activity (GTP binding), % at 10 µM;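 active means GTP binding at least 20 percentage points away from the 100% baseline, in either direction, so actives lie on both sides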
Rab7 wt modul: alters GTP binding to wildtype dog Rab7. AID 758. GTP binding activity (percent of control), % at 10 µM. hit rate 0.055% among 190,000. GST-Rab7 beads, fluorescent GTP binding, flow cytometry; actives lie on both sides; untreated = 100%, excess cold GTP = 0%;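 active means fluorescent GTP binding to Rab7 beads changed by at least 20 points from the 100% baseline, either direction, mostly lower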;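 further: median green fluorescence of bound Bodipy-FL-GTP per Rab7 bead population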
Bim-Bcl-XL: inhibitors of Bim-Bcl-XL interaction, human; Q07817; Bim peptide-Bcl-XL binding, bead flow cytometry, fluorescence; inhibition, % at 10 µM; hit rate 0.04% among 190,000
Target sequence (Q07817 whole entry, looked up): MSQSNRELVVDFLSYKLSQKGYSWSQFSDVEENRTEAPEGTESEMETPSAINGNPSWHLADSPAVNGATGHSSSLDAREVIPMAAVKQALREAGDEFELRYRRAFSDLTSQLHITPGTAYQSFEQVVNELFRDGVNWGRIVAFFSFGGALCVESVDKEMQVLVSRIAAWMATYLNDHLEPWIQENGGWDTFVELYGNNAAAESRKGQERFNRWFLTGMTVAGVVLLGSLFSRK
Cdc42 wt: human Cdc42 wildtype GTP binding change, either direction; P60953; GST-Cdc42 beads, Bodipy-GTP binding, flow cytometry; actives lie on both sides; percent activity (GTP binding), % at 10 µM; hit rate 0.2% among 190,000; AID 761;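 active means percent activity GTP binding at least 20 points away from the 100% baseline, either down as inhibitor or up as activator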;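 further: median bead fluorescence of bound Bodipy-FL-GTP at 100 nM; 0% = excess unlabeled GTP control and 100% = no compound control; below 100% means less GTP binding so inhibitor and above means activator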
Target sequence (P60953 whole entry, looked up): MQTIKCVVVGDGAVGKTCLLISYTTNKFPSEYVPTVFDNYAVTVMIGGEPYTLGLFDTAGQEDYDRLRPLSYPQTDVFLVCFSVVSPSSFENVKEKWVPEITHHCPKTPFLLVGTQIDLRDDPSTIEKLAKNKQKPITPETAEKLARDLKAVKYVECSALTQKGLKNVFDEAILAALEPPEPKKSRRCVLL
HRas wt GTP: human HRas wildtype GTP binding, change in either direction. P01112. GST-Ras wt beads, Bodipy-FL-GTP binding, flow cytometry; actives lie on both sides. GTP binding activity, % at 10 µM. hit rate 0.14% among 190,000. AID 759;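 active means GTP binding activity at least 20% away from the 100% baseline, either lowered as inhibitor or raised as activator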;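 further: 0% = unlabeled GTP competition control and 100% = no-compound control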
Target sequence (P01112 whole entry, looked up): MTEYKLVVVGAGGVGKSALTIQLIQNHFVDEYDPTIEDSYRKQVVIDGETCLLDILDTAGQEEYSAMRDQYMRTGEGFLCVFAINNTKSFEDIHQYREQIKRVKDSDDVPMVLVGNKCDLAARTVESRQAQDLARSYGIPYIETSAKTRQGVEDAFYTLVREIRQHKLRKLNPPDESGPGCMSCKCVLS
Rab2A wt mod: changes GTP binding to wildtype dog Rab2A, up or down | GTP binding activity, % at 10 µM | hit rate 0.19% among 190,000 | GST-Rab2 wt beads, Bodipy-GTP binding, flow cytometry | AID 760 | P61105;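 active means GTP binding activity at least 20 points away from 100%, either lowered or raised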;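 further: 0% = beads with excess unlabeled GTP and 100% = no-compound control corrected for plate trend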
Bim-Bcl-B: inhibitors of Bim-Bcl-B interaction, human; Q9HD36; bead-based flow cytometry, Bim peptide-Bcl-B binding; inhibition, % at 10 µM; hit rate 0.073% among 190,000;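 further: 0% = tracer peptide without compound and 100% = reference inhibitor peptide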
Bim-Bfl-1: disrupts Bim binding to human Bfl-1 | AID 1008 | inhibition, % at 10 µM | hit rate 0.12% among 190,000 | Q16548 | Bead-based flow cytometry, Bim-Bfl-1 binding inhibition;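 further: 0% = wells without compound plus tracer and 100% = blocker peptide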
* = called active by the depositor. Unless noted, no stated cut-off is given here; in the data, active means inhibition above about 40%. Rows are unselected; overall some 0.62% were active at least once.

Bim-Bcl-2,Bim-Bfl-1,Rac1 mut GTP,Rab2A wt mod,Bcl-W Bim block,Bim-Bcl-B,Rac1 wt GTP bind,Cdc42 wt,Bim-Bcl-XL,Rab7 wt modul,HRas wt GTP,compound
0.0,-3.0,101.0,100.0,-4.0,-7.0,107.0,100.0,-6.0,101.0,100.0,CC(O)Cn1c(=O)c2c(nc(Br)n2Cc2ccccc2)n(C)c1=O (stereo not given)
-13.0,-16.0,102.0,105.0,-4.0,-13.0,111.0,106.0,-10.0,104.0,105.0,O=C1[C@@H]2[C@H](C(=O)N1Cc1cccnc1)[C@H]1C=C[C@@H]2C1
2.0,0.0,98.0,98.0,0.0,-5.0,104.0,100.0,-4.0,99.0,99.0,Cc1cccc(Nc2nc(N)c([N+](=O)[O-])c(N3CCOCC3)n2)c1
-9.0,-16.0,99.0,101.0,0.0,-7.0,104.0,105.0,-7.0,102.0,102.0,Cc1cc2cc(CNC(=O)C3CC3)ccc2n1C
0.0,-3.0,97.0,101.0,-1.0,-2.0,98.0,100.0,1.0,102.0,101.0,COC(=O)c1cc(OC)c(OC)cc1NC(=O)CSc1ccccc1
-6.0,-8.0,102.0,102.0,3.0,-9.0,112.0,102.0,-4.0,101.0,103.0,CCOC(=O)c1c(C)n(C)c2ccc(O)c(CN(CC)CC)c12
0.0,1.0,100.0,98.0,0.0,0.0,103.0,102.0,1.0,97.0,98.0,O=C(/C=C/c1ccccc1[N+](=O)[O-])N1CCCCC1
-8.0,-14.0,98.0,103.0,-3.0,-10.0,108.0,99.0,-7.0,104.0,102.0,O=C(Nc1ccccc1F)c1ccc(-n2cncn2)nc1
-3.0,-3.0,99.0,101.0,-3.0,-5.0,100.0,96.0,-4.0,99.0,99.0,Cc1ccc(S(=O)(=O)N(CC(=O)NCCSc2ccccn2)c2ccc(C)c(C)c2)cc1
-11.0,-8.0,99.0,99.0,1.0,-3.0,106.0,99.0,-2.0,98.0,102.0,Cc1ccccc1NC(=O)C(C)c1ccc(-c2ccccc2)c(F)c1 (stereo not given)

Other entries
Bim-Bcl-2,Bim-Bfl-1,Rac1 mut GTP,Rab2A wt mod,Bcl-W Bim block,Bim-Bcl-B,Rac1 wt GTP bind,Cdc42 wt,Bim-Bcl-XL,Rab7 wt modul,HRas wt GTP,compound
1.0,0.0,100.0,97.0,-3.0,-7.0,101.0,96.0,-2.0,102.0,99.0,CCOC(=O)c1nn(C)c(C)c1Cl
-1.0,1.0,100.0,95.0,-1.0,-5.0,99.0,98.0,-5.0,92.0,98.0,C/C(=C\C(=O)c1ccc(Br)cc1)Nc1ccc(Cl)cc1
-7.0,-9.0,98.0,96.0,-9.0,-9.0,99.0,98.0,-9.0,99.0,98.0,Cc1cc(C)nc(NC(=O)/C=C/c2ccccc2Cl)c1
-5.0,-11.0,96.0,97.0,0.0,-6.0,101.0,97.0,-4.0,97.0,98.0,CCCc1cc(C(=O)Nc2sc(C)c(CC)c2C#N)no1
-5.0,-7.0,103.0,101.0,-1.0,-1.0,108.0,108.0,-2.0,102.0,104.0,CCOC(=O)C(NC(=O)c1ccccc1)=C1CCCCC1
2.0,-2.0,97.0,94.0,-4.0,-2.0,96.0,99.0,0.0,98.0,97.0,Fc1ccc(Cn2nnnc2CN2CCN(C3CCCC3)CC2)cc1
-7.0,-14.0,99.0,99.0,-1.0,-9.0,102.0,100.0,-6.0,98.0,97.0,Cc1ccc(S(=O)(=O)Nn2c(C)nnc2-n2nc(C)cc2C)cc1
-1.0,0.0,92.0,96.0,-3.0,-6.0,97.0,96.0,3.0,99.0,96.0,CCNCc1cc2cc(C)ccc2[nH]c1=O
-2.0,-6.0,104.0,102.0,4.0,-3.0,106.0,106.0,0.0,101.0,103.0,Cc1ccc(NC(=O)c2c(O)c3ccccc3n(C)c2=O)nc1
0.0,4.0,98.0,100.0,0.0,-24.0,99.0,97.0,-5.0,104.0,102.0,COc1ccc(CC(=O)NNC(=S)Nc2ccccc2)cc1Cl

The list continues.
Bim-Bcl-2,Bim-Bfl-1,Rac1 mut GTP,Rab2A wt mod,Bcl-W Bim block,Bim-Bcl-B,Rac1 wt GTP bind,Cdc42 wt,Bim-Bcl-XL,Rab7 wt modul,HRas wt GTP,compound
-2.0,-6.0,96.0,98.0,0.0,-1.0,99.0,97.0,0.0,102.0,100.0,CS(=O)(=O)N1CCN(c2ccc(NC(=O)CSc3nnc(-c4ccco4)o3)cc2)CC1
-1.0,10.0,101.0,97.0,0.0,0.0,97.0,99.0,-3.0,95.0,98.0,O=C1N/C(=C/c2ccco2)C(=O)N1Cc1ccccc1F
-8.0,-11.0,98.0,100.0,3.0,-6.0,115.0,106.0,0.0,98.0,102.0,COc1ccc(N2CCN(S(=O)(=O)c3cccs3)CC2)cc1
-1.0,-4.0,95.0,95.0,0.0,-4.0,96.0,98.0,1.0,94.0,93.0,Nc1ccc2c(c1)nc(Cc1ccccc1)n2CCO
0.0,0.0,96.0,100.0,3.0,1.0,99.0,98.0,-2.0,99.0,100.0,Cc1ccc(NC(=O)CCC(=O)NNS(=O)(=O)c2ccccc2)c(C)c1
-4.0,0.0,103.0,100.0,-5.0,-3.0,104.0,98.0,-1.0,98.0,101.0,CC1=NN(C(=O)c2ccccc2-n2cccc2)C(O)(C(F)(F)F)C1 (stereo not given)
-12.0,-12.0,99.0,100.0,-2.0,-9.0,104.0,100.0,-4.0,100.0,97.0,CCOC(=O)N1CCC(NC(=O)C2CCCN(S(=O)(=O)c3ccc4c(c3)oc(=O)n4C)C2)CC1 (stereo not given)
-1.0,-11.0,101.0,105.0,2.0,-3.0,105.0,108.0,-4.0,103.0,105.0,COc1ccc(C2c3c4c(n(C)c3CCN2C)CCN(C)C4c2ccc(OC)cc2)cc1 (stereo not given)
-6.0,-11.0,103.0,104.0,-2.0,-9.0,107.0,105.0,-7.0,102.0,102.0,CCCC(=O)NCCc1ccc(S(N)(=O)=O)cc1
-7.0,-9.0,100.0,102.0,-1.0,-13.0,105.0,101.0,-13.0,99.0,102.0,CCOCN(C(=O)Cn1c(COC)nc2ccccc21)c1c(C)cccc1CC

Some of the entries so far, tab-delimited.
SMILES	Bim-Bcl-2	Bim-Bfl-1	Rac1 mut GTP	Rab2A wt mod	Bcl-W Bim block	Bim-Bcl-B	Rac1 wt GTP bind	Cdc42 wt	Bim-Bcl-XL	Rab7 wt modul	HRas wt GTP
CS(=O)(=O)N1CCN(c2ccc(NC(=O)CSc3nnc(-c4ccco4)o3)cc2)CC1	-2.0	-6.0	96.0	98.0	0.0	-1.0	99.0	97.0	0.0	102.0	100.0
O=C1N/C(=C/c2ccco2)C(=O)N1Cc1ccccc1F	-1.0	10.0	101.0	97.0	0.0	0.0	97.0	99.0	-3.0	95.0	98.0
COc1ccc(N2CCN(S(=O)(=O)c3cccs3)CC2)cc1	-8.0	-11.0	98.0	100.0	3.0	-6.0	115.0	106.0	0.0	98.0	102.0
Nc1ccc2c(c1)nc(Cc1ccccc1)n2CCO	-1.0	-4.0	95.0	95.0	0.0	-4.0	96.0	98.0	1.0	94.0	93.0

Continued:
Bim-Bcl-2,Bim-Bfl-1,Rac1 mut GTP,Rab2A wt mod,Bcl-W Bim block,Bim-Bcl-B,Rac1 wt GTP bind,Cdc42 wt,Bim-Bcl-XL,Rab7 wt modul,HRas wt GTP,compound
-2.0,-2.0,97.0,98.0,0.0,1.0,99.0,98.0,0.0,99.0,101.0,Cc1ccc2c(NC(=O)C3CC3)c(C)ccc2n1
-2.0,0.0,96.0,101.0,0.0,0.0,103.0,99.0,4.0,106.0,100.0,O=C(NCc1ccco1)c1ccc(N2CCOCC2)c([N+](=O)[O-])c1
0.0,-2.0,96.0,93.0,0.0,-1.0,95.0,97.0,-1.0,96.0,94.0,C/C(=N\NC(=O)c1cc(-c2cccnc2)nc2ccccc12)c1ccccc1O
4.0,0.0,98.0,99.0,5.0,3.0,100.0,101.0,0.0,100.0,103.0,O=C(CN(C(=O)c1cc2c(s1)CCC2)C1CCCC1)NCc1cccs1
-3.0,-3.0,98.0,96.0,0.0,1.0,98.0,96.0,0.0,92.0,96.0,C#CCOCCOCCOCCNc1nc(N2CCN(C(=O)[C@H](CCC(=O)O)n3cc(C(N)CO)nn3)CC2)nc(N2CCN(C(=O)[C@H](CCC(=O)O)n3cc(C(N)[C@H](C)CC)nn3)CC2)n1 (stereo not given in full)
-2.0,-1.0,97.0,97.0,1.0,1.0,98.0,99.0,-3.0,97.0,100.0,CN(C)CCCNc1c(C(=O)O)cnc2c1cnn2C
-7.0,-3.0,95.0,97.0,-7.0,-4.0,104.0,102.0,-7.0,100.0,99.0,CC1CCC(C(C)C)C(OP(=O)(c2ccc(N(C)C)cc2)C(O)c2cccnc2)C1 (stereo not given)
6.0,5.0,94.0,93.0,7.0,-13.0,93.0,92.0,7.0,93.0,94.0,CC(C)Cn1c(N)c(C(=O)NCc2cccs2)c2nc3ccccc3nc21
-3.0,-2.0,96.0,96.0,-5.0,-5.0,101.0,97.0,-3.0,96.0,97.0,COC(=O)c1ccc(COc2cccc3c2CCN(Cc2ccccc2)C3=O)o1
-4.0,-3.0,99.0,101.0,-1.0,-3.0,104.0,103.0,-1.0,97.0,101.0,CCOC(=O)N1CCN(Cc2cn[nH]c2-c2cccc3ccccc23)CC1

The list goes on:
Bim-Bcl-2,Bim-Bfl-1,Rac1 mut GTP,Rab2A wt mod,Bcl-W Bim block,Bim-Bcl-B,Rac1 wt GTP bind,Cdc42 wt,Bim-Bcl-XL,Rab7 wt modul,HRas wt GTP,compound
-10.0,-19.0,102.0,102.0,-1.0,-8.0,104.0,105.0,-8.0,101.0,101.0,Cc1cc(NS(=O)(=O)c2ccc(OCCNS(C)(=O)=O)cc2)no1
-5.0,-10.0,98.0,99.0,0.0,-10.0,105.0,100.0,-7.0,96.0,100.0,CC1=C/C(=N\OC(=O)/C=C/c2ccccc2)C(C)=CC1=O
-7.0,-8.0,99.0,99.0,-7.0,-10.0,101.0,101.0,-9.0,100.0,99.0,N#CC1(C#N)C(c2ccccc2)OC23CCCCCC2C1(C#N)C(=N)O3 (stereo not given)
-5.0,1.0,102.0,98.0,-1.0,1.0,102.0,97.0,-3.0,92.0,98.0,O=C(CN(c1ccc(F)cc1)S(=O)(=O)c1ccccc1)NCCSC1CCCCC1
0.0,0.0,96.0,97.0,1.0,0.0,96.0,99.0,0.0,98.0,99.0,Cc1nn(CCOc2ccccc2)c(=O)n1-c1ccccc1

Screening results deposited in PubChem BioAssay by NMMLSC.
